Source: PubChem (The Scripps Research Institute Molecular Screening Center)
CHO parental Ca – ATP-evoked calcium signal inhibitors, parental CHO, primary screen, counter-screen for OX1R antagonist project, cell-based, fluorescence, Fluo-8 calcium dye | actives 0.63% (n = 330,000) | inhibition, % at 5.6 µM | parental CHO-K1, ATP-induced calcium, Fluo-8 fluorescence | AID 463079, 2010;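 active = inhibition above that plate's mean sample inhibition plus 3 SD, cut at about 26% in these data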;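 also: 0% = ATP-challenged DMSO wells and 100% = DMSO wells without ATP; some compounds past the cut are filed as inactive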
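Material – parental CHO cells · Reagent – ATP stimulus · Compound – single nominal dose of 5.6 µM per compound · Detection – Fluo-8 fluorescence · Read-out basis – percent inhibition of calcium signal · Controls – ATP-challenged DMSO wells low, unchallenged DMSO wells high · Repeats – no replicates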
CHRM4 agonist – human M4 muscarinic receptor agonists, primary screen, CHO-K1 cells, Fluo-8 calcium fluorescence; CHO-K1 hM4/Gqi5; vehicle 0%, full acetylcholine response 100%; activation, % at 3 µM; actives 0.14% (n = 360,000);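 active = activation above the run mean over all test wells plus 3 SD, cut at about 32% in these data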;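 also: peak over basal fluorescence ratio per well then scaled between controls; 0% = DMSO wells and 100% = acetylcholine at EC100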
Target sequence (P08173 whole entry, looked up): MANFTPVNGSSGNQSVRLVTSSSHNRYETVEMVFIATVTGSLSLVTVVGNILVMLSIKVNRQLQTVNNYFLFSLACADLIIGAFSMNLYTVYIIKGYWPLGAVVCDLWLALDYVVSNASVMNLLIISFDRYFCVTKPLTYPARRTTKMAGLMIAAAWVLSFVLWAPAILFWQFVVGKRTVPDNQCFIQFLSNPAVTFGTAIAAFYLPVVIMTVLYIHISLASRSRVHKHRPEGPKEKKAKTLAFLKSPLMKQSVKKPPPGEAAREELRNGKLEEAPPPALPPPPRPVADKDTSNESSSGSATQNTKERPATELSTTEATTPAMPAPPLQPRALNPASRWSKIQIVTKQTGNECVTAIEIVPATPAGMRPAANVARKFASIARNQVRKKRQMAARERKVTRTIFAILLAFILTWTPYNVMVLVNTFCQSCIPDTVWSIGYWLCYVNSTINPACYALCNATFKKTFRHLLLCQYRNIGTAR
M1 ag parental – counter-screen for M1 agonists: effect in parental CHO-K1 cells; Fluo-8 calcium fluorescence; scaled to maximal ATP response, vehicle zero; actives 0.48% (n = 360,000); activation, % at 3 µM; in the data active = activation above about 15%;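 also: untransfected CHO-K1 host cells lacking M1 receptor as counterscreen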
M1 PAM – human M1 muscarinic receptor positive allosteric modulators, primary screen, CHO-K1 cells, Fluo-8 calcium fluorescence, 1536-well. actives 0.088% (n = 360,000). activation, % at 3 µM. Muscarinic acetylcholine receptor M1 (Homo sapiens), P11229. AID 588819, 2011. CHO-K1 hM1, ACh EC20; 0% = ACh EC20, 100% = maximal ACh; in the data active = activation above about 19%, passing the limit was not always enough
CHRM4 antagonist – human M4 muscarinic receptor antagonists, primary screen, CHO cells, Fluo-8 calcium fluorescence; Muscarinic acetylcholine receptor M4 (Homo sapiens), P08173; CHO-hM4 cells, ACh EC80; inhibition, % at 3 µM; actives 0.73% (n = 360,000);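 active = inhibition above its plate's cutoff, the mean inhibition of sample wells plus 3 SD, cut at about 27% in these data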;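 also: 0% = acetylcholine EC80 with DMSO and 100% = DMSO without agonist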
M1 ag – human M1 muscarinic receptor agonists, primary screen, Fluo-8 calcium fluorescence, CHO-K1 cells, HTS | CHO-K1 hM1, agonist mode; 0% DMSO, 100% acetylcholine EC100 | activation, % at 3 µM | AID 588814, 2011 | actives 0.33% (n = 360,000);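 active = activation above the run's mean compound activation plus 3 SD, cut at about 16% in these data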;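 also: peak over basal fluorescence ratio within a 140 s kinetic read after compound addition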
CHRM1 antagonist – human M1 muscarinic receptor antagonists, primary screen, CHO-K1 cells, Fluo-8 calcium fluorescence, 1536-well. CHO-K1 hM1, ACh EC80 antagonist. inhibition, % at 3 µM. actives 1.3% (n = 360,000);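 active = percent inhibition above its own plate's cutoff, namely the mean of that plate's compound wells plus 3 SD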;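 also: peak over basal fluorescence ratio during 140 s after agonist addition; 0% = ACh EC80 plus DMSO and 100% = DMSO alone without agonist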
CHO-K1 Ca antag – M1 antagonist counterscreen hit in parental CHO-K1 cells; actives 0.6% (n = 360,000); inhibition, % at 3 µM; ATP-induced calcium, Fluo-8 fluorescence;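 active = inhibition above a per-plate cutoff, the plate's mean sample inhibition plus 3 SD, cut at about 24% in these data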;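 also: 0% = DMSO plus EC80 ATP and 100% = DMSO alone without ATP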
OXTR potentiate – human OXTR potentiators, primary screen, fluorescence, CHO-OTR cells, Fluo-8 calcium; actives 0.061% (n = 320,000); Oxytocin receptor (Homo sapiens), P30559; Fluo-8 calcium fluorescence, potentiator mode; 0% = oxytocin EC15, 100% = EC100; activation, % at 3 µM; AID 2445, 2010;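 active = activation above that plate's cutoff, the mean activation of tested compounds plus 3 SD, cut at about 6.6% in these data, passing the limit was not always enough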;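 also: 100% uses oxytocin at 75 nM as the full agonist control; some results filed as inactive read as strong as hits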
Target sequence (P30559 whole entry, looked up): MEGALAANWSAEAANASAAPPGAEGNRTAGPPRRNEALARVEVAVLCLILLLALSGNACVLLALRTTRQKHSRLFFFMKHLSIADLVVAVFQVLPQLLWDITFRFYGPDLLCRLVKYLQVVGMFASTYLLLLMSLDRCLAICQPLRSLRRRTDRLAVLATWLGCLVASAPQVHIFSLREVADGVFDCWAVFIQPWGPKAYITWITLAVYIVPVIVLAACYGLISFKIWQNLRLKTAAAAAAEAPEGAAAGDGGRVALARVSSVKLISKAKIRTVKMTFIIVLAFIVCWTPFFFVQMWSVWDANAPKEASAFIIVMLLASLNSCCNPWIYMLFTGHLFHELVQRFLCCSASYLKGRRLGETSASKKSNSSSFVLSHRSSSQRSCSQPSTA
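Assay system: CHO-OTR cells, human receptor / Also added: oxytocin at about EC15, sub-maximal agonist stimulus / Dosing: single dose, 3.0 µM nominal final compound concentration / Incubation: 6 min pre-incubation, 100 s read / Technique: Fluo-8 calcium dye fluorescence / Read-out: % activation vs EC15 and EC100 oxytocin / Benchmarks: EC15 oxytocin low, 75 nM oxytocin high / Replicates: singlicate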
* marks the source's active call; other numbers are inactive results; x = not tested or not shown.

[1] Cc1ccc(S(=O)(=O)N(CC2CO2)c2cc(Cl)ccc2Cl)cc1 (stereo not given)
[2] CC(=O)N1N=C(c2ccccc2)OC1(C)CC(=O)Nc1ccccc1 (stereo not given)
[3] Cn1ncc2c(=O)[nH]cnc21
[4] O=c1c2cnn(-c3ccccc3)c2nc(-c2cccs2)n1-c1cccc(Cl)c1
[5] CCCNC(=O)NC(C(=O)OC)C12CC3CC(CC(C3)C1)C2 (stereo not given)
[6] Cc1ccc(S(=O)(=O)N2CCCN(S(=O)(=O)c3ccc4ccccc4c3)CC2)cc1
[7] OCC[C@@H]1C[C@H](O)[C@@H](O)[C@@]2(OCc3cc(Cl)ccc32)O1
[8] COc1ccc(-n2nc(C(=O)NCC(=O)NCC3COc4ccccc4O3)c3ccccc3c2=O)cc1 (stereo not given)

assay / compound	1	2	3	4	5	6	7	8
CHO parental Ca	-13.5	-11.8	-8.5	-22.4	-11.2	-5.4	x	-5.2
CHRM4 agonist	-0.1	1.3	0.2	0.4	0.1	0.3	-0.2	14.5
M1 ag parental	0.3	0.3	0.1	0.2	-0.1	0.5	-0.5	4.8
M1 PAM	9.1	5.9	5.8	0.0	-9.6	4.3	-7.0	-0.8
CHRM4 antagonist	7.7	-5.3	3.1	1.4	-4.1	6.7	5.0	3.4
M1 ag	-7.1	-4.7	-2.9	-2.2	-2.8	-5.0	-2.6	-2.9
CHRM1 antagonist	-15.3	-3.9	2.4	-10.7	-8.9	-0.4	2.9	13.0
CHO-K1 Ca antag	-10.3	-4.0	-3.9	11.4	20.0	-12.6	-4.1	-4.2
OXTR potentiate	-5.8	-0.8	-23.0	-1.2	0.7	-6.2	x	-3.6

[9] CCc1c(C(=O)Nc2ccc(OC)c(Cl)c2)[nH]c(C)c1C(C)=O
[10] c1ccc(Cn2nnc3c(N4CCCC4)ncnc32)cc1
[11] Cc1onc(NC(=O)NC(=O)c2c(F)cccc2Cl)c1Br
[12] O=C(CSc1nnnn1C1CCCCC1)N1CCOCC1
[13] Cc1cc(-c2nnc3n2N=C(c2ccccc2)CS3)n[nH]1
[14] Cc1cc(C)nc(SCC(=O)N/N=C/c2cccs2)n1
[15] Cn1cnnc1Sc1ccc(S(C)(=O)=O)cc1[N+](=O)[O-]
[16] CCCc1nc(NCCO)c(C#N)c2c1CCCC2

assay / compound	9	10	11	12	13	14	15	16
CHO parental Ca	32.2*	-7.3	-2.0	-2.8	-7.9	-3.2	1.8	-14.8
CHRM4 agonist	14.1	3.5	1.6	1.4	0.4	0.6	x	-0.2
M1 ag parental	6.2	-0.1	0.3	0.5	0.5	0.7	0.4	0.1
M1 PAM	-4.1	9.3	-2.0	12.0	14.4	-4.3	16.2	6.1
CHRM4 antagonist	13.5	-5.7	3.5	1.4	6.0	7.0	-12.8	-6.8
M1 ag	4.8	1.3	-3.6	-3.5	-0.3	-6.2	2.8	-2.4
CHRM1 antagonist	11.0	-14.0	13.4	-7.0	-20.9	5.0	-8.9	-14.3
CHO-K1 Ca antag	5.3	-1.1	10.1	-7.3	-7.2	0.0	-8.6	-0.6
OXTR potentiate	-7.2	-7.3	-12.2	2.0	-8.0	-2.8	-11.8	-4.1

Following part:
Letters: A = CHO parental Ca; B = CHRM4 agonist; C = M1 ag parental; D = M1 PAM; E = CHRM4 antagonist; F = M1 ag; G = CHRM1 antagonist; H = CHO-K1 Ca antag; I = OXTR potentiate
[17] Cc1ccc(C)c(NS(=O)(=O)c2cc(C(=O)Nc3cccc(N(C)S(C)(=O)=O)c3)ccc2C)c1
  A: 16.0 | B: 10.8 | C: 2.9 | D: -8.4 | E: -10.3 | F: 1.0 | G: 26.0 | H: -8.0 | I: -7.3

[18] COC(=O)C(Cc1ccccc1)OS(N)(=O)=O (stereo not given)
  A: -3.5 | B: -0.3 | C: 0.3 | D: 11.6 | E: 3.0 | F: -1.5 | G: -8.4 | H: -0.1 | I: -6.7

[19] Cc1ccc2nc(-c3ccc(NC(=O)CN4C(=O)NC(C)(c5ccc(OC(F)F)cc5)C4=O)cc3)sc2c1 (stereo not given)
  A: 7.9 | B: 3.4 | C: 0.4 | D: -2.3 | E: -2.7 | F: -0.2 | G: 6.4 | H: -1.9 | I: -3.0

[20] CC(=O)Nc1cccc(OCC(=O)NC(C)c2ccc3ccccc3c2)c1 (stereo not given)
  A: -13.0 | B: 2.9 | C: 2.2 | D: 5.5 | E: 5.8 | F: -3.1 | G: -5.1 | H: -6.1 | I: -11.0

[21] CC(C)Oc1ccc(C(=O)/C(=C\c2cccs2)c2nc3ccccc3o2)cc1
  A: -4.1 | B: -0.1 | C: -0.1 | D: -8.5 | E: -0.6 | F: -4.7 | G: 3.2 | H: 19.2 | I: -8.7

[22] CCCn1nnnc1SCC(=O)N1C(C)CCCC1C (stereo not given)
  A: -7.2 | B: -0.7 | C: 0.1 | D: 2.0 | E: 9.9 | F: -6.4 | G: 5.8 | H: -7.9 | I: -8.1

[23] CCc1nnc(NC(=O)CSc2nnc(CNC(=O)c3ccc(OC)c(OC)c3)o2)s1
  A: -8.3 | B: 0.5 | C: 0.1 | D: 5.9 | E: 1.6 | F: -1.6 | G: 2.0 | H: -0.7 | I: -4.1

[24] COc1ccc(OC)c(C(O)c2ncc(-c3ccccc3Cl)[nH]2)c1 (stereo not given)
  A: x | B: 3.5 | C: 3.7 | D: 6.4 | E: -6.3 | F: -1.9 | G: -14.3 | H: -18.2 | I: x

[25] CS(=O)(=O)c1ccc(-c2cn3cc(C(=O)O)ccc3n2)cc1
  A: -5.2 | B: 1.0 | C: 0.0 | D: 8.9 | E: 0.0 | F: -2.6 | G: -1.9 | H: -8.4 | I: 0.3

[26] C/C(=N/N=C(/C)c1cccs1)c1cccs1
  A: -11.8 | B: 0.5 | C: 0.7 | D: 19.1 | E: -13.2 | F: -1.2 | G: -23.2 | H: -13.9 | I: -7.8

[27] O=C(Nc1cccc(Cl)c1)N1CCC(CO)(CCOc2ccccc2)CC1
  A: -10.9 | B: 5.1 | C: 2.5 | D: 7.8 | E: -0.9 | F: -8.2 | G: -3.9 | H: 0.5 | I: -11.4

[28] CCc1cccc(NC(=O)c2cccc3c2C(=O)N(C2CCCCC2)C3)c1
  A: -15.2 | B: -0.4 | C: 5.0 | D: 4.2 | E: -0.8 | F: -1.6 | G: -6.6 | H: -10.4 | I: -18.3

11 of these compounds in another layout:
| No. | Molecule | CHO parental Ca | CHRM4 agonist | M1 ag parental | M1 PAM | CHRM4 antagonist | M1 ag | CHRM1 antagonist | CHO-K1 Ca antag | OXTR potentiate |
| --- | --- | --- | --- | --- | --- | --- | --- | --- | --- | --- |
| 17 | Cc1ccc(C)c(NS(=O)(=O)c2cc(C(=O)Nc3cccc(N(C)S(C)(=O)=O)c3)ccc2C)c1 | 16.0 | 10.8 | 2.9 | -8.4 | -10.3 | 1.0 | 26.0 | -8.0 | -7.3 |
| 18 | COC(=O)C(Cc1ccccc1)OS(N)(=O)=O (stereo not given) | -3.5 | -0.3 | 0.3 | 11.6 | 3.0 | -1.5 | -8.4 | -0.1 | -6.7 |
| 19 | Cc1ccc2nc(-c3ccc(NC(=O)CN4C(=O)NC(C)(c5ccc(OC(F)F)cc5)C4=O)cc3)sc2c1 (stereo not given) | 7.9 | 3.4 | 0.4 | -2.3 | -2.7 | -0.2 | 6.4 | -1.9 | -3.0 |
| 20 | CC(=O)Nc1cccc(OCC(=O)NC(C)c2ccc3ccccc3c2)c1 (stereo not given) | -13.0 | 2.9 | 2.2 | 5.5 | 5.8 | -3.1 | -5.1 | -6.1 | -11.0 |
| 21 | CC(C)Oc1ccc(C(=O)/C(=C\c2cccs2)c2nc3ccccc3o2)cc1 | -4.1 | -0.1 | -0.1 | -8.5 | -0.6 | -4.7 | 3.2 | 19.2 | -8.7 |
| 22 | CCCn1nnnc1SCC(=O)N1C(C)CCCC1C (stereo not given) | -7.2 | -0.7 | 0.1 | 2.0 | 9.9 | -6.4 | 5.8 | -7.9 | -8.1 |
| 23 | CCc1nnc(NC(=O)CSc2nnc(CNC(=O)c3ccc(OC)c(OC)c3)o2)s1 | -8.3 | 0.5 | 0.1 | 5.9 | 1.6 | -1.6 | 2.0 | -0.7 | -4.1 |
| 24 | COc1ccc(OC)c(C(O)c2ncc(-c3ccccc3Cl)[nH]2)c1 (stereo not given) | x | 3.5 | 3.7 | 6.4 | -6.3 | -1.9 | -14.3 | -18.2 | x |
| 25 | CS(=O)(=O)c1ccc(-c2cn3cc(C(=O)O)ccc3n2)cc1 | -5.2 | 1.0 | 0.0 | 8.9 | 0.0 | -2.6 | -1.9 | -8.4 | 0.3 |
| 26 | C/C(=N/N=C(/C)c1cccs1)c1cccs1 | -11.8 | 0.5 | 0.7 | 19.1 | -13.2 | -1.2 | -23.2 | -13.9 | -7.8 |
| 27 | O=C(Nc1cccc(Cl)c1)N1CCC(CO)(CCOc2ccccc2)CC1 | -10.9 | 5.1 | 2.5 | 7.8 | -0.9 | -8.2 | -3.9 | 0.5 | -11.4 |
